TNAP activation fold: human TNAP enzyme activators, primary screen, biochemical, luminescent, no phosphate acceptor, uHTS (AID 1001); purified TNAP, luminescent activation assay, no phosphate acceptor; higher activation fold means a stronger effect; activation fold at 20 µM; hits with a dose series show EC50 in µM; 200,000 tested, 0.03% active; in the data active = activation fold from about 3, or a potency from the dose series; inactive = the rest, 99 in 100 with activation fold below about 1.6; note: many of its hits are not listed in these tables
RSV antiviral HEp-2: RSV antiviral activity via CPE protection, HEp-2 cells, primary 10 µM value included (AID 2391); HEp-2 cells, RSV-induced CPE inhibition; higher % means a stronger effect; CPE inhibition, % at 10 µM; hits with a dose series show IC50 in µM; 310,000 tested, 0.13% active; in the data active = a potency from the dose series; inconclusive = CPE inhibition mostly from about 23% at the one dose, without a potency; inactive = the rest, 99 in 100 with CPE inhibition below about 21%; note: strong numbers were not always called active
WT yeast gro inh: growth inhibition of WT yeast, mitochondrial fusion screen. mitochondrial fusion phenotypic screen, WT strain. inhibition, % at 10 µM. AID 1362. 190,000 tested, 2.1% active; in the data active = inhibition above about 58%; tested in S. cerevisiae
PMI inhibitors: MPI enzyme activity inhibition – biochemical, fluorescence intensity, coupled assay, primary screen (AID 1209); 190,000 tested, 0.42% active; purified PMI enzyme, coupled fluorescence intensity; higher % means a stronger effect; inhibition, % at 20 µM; hits with a dose series show IC50 in µM;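 note: plate controls were DMSO vehicle for no effect and wells lacking substrate for full effect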
PhoP inhibition: PhoP-dependent GFP reporter repression – Salmonella Typhimurium, primary screen (AID 1863); S. Typhimurium PhoP-regulated promoter GFP reporter, 4 h; higher % means a stronger effect; inhibition, % at 50 µM, or IC50 in µM where a hit was titrated; 300,000 tested, 0.16% active;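 active = inhibition over 29.93%, a cutoff 3 SD above the screen mean, later confirmed by dose response; inconclusive = inhibition over 29.93% but no dose response follow-up; inactive = inhibition at most 29.93% or unconfirmed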;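 note: 0% = low Mg2+ inducing control and 100% = high Mg2+ repressing control; strong numbers were not always called active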
XIAP antagonists: small molecules displacing peptide from XIAP – biochemical, IAP family, fluorescence polarization (AID 1018) | XIAP BIR domain, fluorescence polarization peptide displacement; higher % means a stronger effect | one-dose displacement, % at 20 µM; IC50 in µM for titrated hits | 200,000 tested, 0.007% active; in the data active = displacement above about 50%; note: a part of the inactive calls stands beside numbers as strong as those of hits
SIAH1 antagonists: blockers of Siah-1 interaction with plectin peptide – biochemical, fluorescence polarization, rhodamine-plectin, uHTS, primary screen (AID 1817). Siah-1 / rhodamine-plectin peptide fluorescence polarization; higher % means a stronger effect. 290,000 tested, 0.02% active. displacement, % at 20 µM; hits with a dose series show IC50 in µM;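 active = displacement of at least 50% at 20 µM, with a fluorescence ratio check between 0.3 and a set limit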;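 note: plate controls were Siah plus tracer with DMSO for no effect and tracer alone without Siah for full effect; strong numbers were not always called active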
Myeloid diff 2: myeloid differentiation induction. 360,000 tested, 1% active. calls only at 10 µM. ER-HoxA9 myeloid progenitors, lysozyme-GFP differentiation, flow cytometry. AID 624256;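 active = normalized GFP-positive differentiation at or above the plate's own cutoff, the solvent-only control mean plus 3 SD; inconclusive = no clear call, values can overlap the other calls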;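 note: cells exposed to compound for four days before flow analysis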
human PMI inhibitors: human PMI inhibitors, high substrate, primary screen, biochemical, fluorescence intensity, high mannose 6-phosphate (AID 1220) | recombinant PMI enzyme, coupled fluorescence intensity; higher % means a stronger effect | 190,000 tested, 0.66% active | inhibition, % at 20 µM, or IC50 in µM where a hit was titrated
WT yeast gro inh mutant strain: also measured in WT yeast gro inh; calls as there; inhibition, %; mitochondrial fusion phenotypic screen, mutant strain inhibition
Myeloid diff 2 GFP+ MAC1+ %: second read-out of Myeloid diff 2, no call of its own (marks repeat the call); GFP+ MAC1+ double positive, %; measured here: differentiation confirmed by MAC1 staining
An asterisk follows results filed as active; i = inactive; ? = inconclusive; . = no result given; + = active, no number. Cut-off read from the data, not from the text of the source, unless noted: active = inhibition above about 50%; inactive = the rest.

compound	TNAP activation fold	RSV antiviral HEp-2	WT yeast gro inh	WT yeast gro inh mutant strain	PMI inhibitors	PhoP inhibition	XIAP antagonists	SIAH1 antagonists	Myeloid diff 2	Myeloid diff 2 GFP+ MAC1+ %	human PMI inhibitors
Cc1ccc2c(C(=O)CN3CCSCC3)c(C)[nH]c2c1	1.1	1.2%	19	25	16%	-2%	-9.4%	3%	i	1.2	13%
CCN1CCN(c2nc3ccccc3nc2C(C#N)S(=O)(=O)c2ccc(C)c(C)c2)CC1 (stereo not given)	1	3.6%	-10	8	6%	0%	-3.3%	3%	i	1.1	8%
O=C(NCc1ccccn1)[C@@H]1C[C@H]1[C@@H](NP(=O)(c1ccccc1)c1ccccc1)c1ccccc1	1.1	-1.3%	2	-16	6%	13%	-12%	4%	i	3.0	14%
CCC1CCCCN1CCCNC(=O)Cn1cnc2sc(C)c(S(=O)(=O)N3CC(C)CC(C)C3)c2c1=O (stereo not given)	.	1.4%	.	.	.	-3%	.	-1%	i	0.3	.
COc1ccccc1Oc1nc(-c2ccccc2)cc(C)c1S(C)(=O)=O	1	3.6%	-1	0	14%	3%	-0.8%	-2%	i	0.5	14%
CCn1nc(C)c(C2C(C#N)=C(N)OC3=C2C(=O)CCC3)c1C (stereo not given)	1	1.2%	13	10	7%	5%	3.6%	-2%	i	0.7	9%
CC(C)c1ccc(CNC(=O)C2CCCN2S(=O)(=O)c2ccccc2)cc1 (stereo not given)	.	1.3%	.	.	.	2%	.	0%	i	0.1	.
Cc1ccc(N2C(=O)CC(SCC(=O)Nc3ccc(S(N)(=O)=O)cc3)C2=O)cc1 (stereo not given)	0.8	-1.0%	-9	8	17%	5%	-13%	4%	i	0.0	3%
CNC(=S)N1N=C(c2ccc(C)cc2)CC1c1ccc(Br)cc1 (stereo not given)	1	?	58*	53*	6%	-8%	-4.3%	1%	i	0.6	10%
c1c2c(cc3sc(N4CCOCC4)nc13)OCO2	1.1	0.2%	42	14	7%	19%	-8.0%	-3%	i	0.6	2%
O=C(NCc1cc([N+](=O)[O-])ccc1O)c1cccc(NS(=O)(=O)c2ccccc2)c1	.	4.6%	.	.	.	-8%	.	7%	i	0.7	.
CC(=O)c1c(O)c2ccccc2n(Cc2ccccc2)c1=O	.	0.4%	.	.	.	4%	.	-7%	i	0.2	.
Cc1cccc2cc(CN(Cc3ccccc3)C(=O)N(C)C)c(=O)[nH]c12	1.1	3.8%	-5	5	13%	-9%	-6.6%	2%	i	0.9	12%
CCOC(=O)c1c(C)c(C(=O)NCCN2CCOCC2)c(C)n1C	1	1.7%	-22	0	2%	-7%	-2.8%	-4%	i	0.7	-9%
C=CCN=C1S/C(=C\c2ccc(Cl)cc2)C(=O)N1CC=C	.	53%	.	.	.	-13%	.	1%	i	0.5	.
NC(=O)c1ccc(NC(=O)COC(=O)c2ccccc2Nc2ccccc2)cc1	1	2.9%	-14	-5	-17%	-5%	1.2%	-3%	i	0.1	-12%
CCOc1cccc(/C=C/c2ccc3cccc(O)c3n2)c1O	.	3.2%	.	.	.	11%	.	-8%	i	0.5	.
CC1(c2ccccc2)NC(=O)N(CC(=O)Nc2ccc(C(N)=O)cc2)C1=O (stereo not given)	.	1.4%	.	.	.	6%	.	-1%	i	4.4	.
O=C(COc1ccc([N+](=O)[O-])cc1)NCc1ccccc1	1	2.0%	7	7	11%	-6%	1.0%	-1%	i	1.0	6%
Cc1onc(-c2ccccc2)c1C(=O)NCCc1ccncc1	.	0.9%	.	.	.	0%	.	10%	i	2.0	.

Further structures:
compound	TNAP activation fold	RSV antiviral HEp-2	WT yeast gro inh	WT yeast gro inh mutant strain	PMI inhibitors	PhoP inhibition	XIAP antagonists	SIAH1 antagonists	Myeloid diff 2	Myeloid diff 2 GFP+ MAC1+ %	human PMI inhibitors
Cc1ccc(/C=N/NC(=O)Cc2c[nH]c3ccccc23)c(C)c1	1	13%	7	4	9%	28%	-1.9%	6%	i	0.6	18%
Cn1c(SCn2nnc3ccccc3c2=O)nc2ccccc2c1=O	1	6.7%	-13	4	8%	-7%	-2.0%	-1%	.	.	16%
CCC(=O)Nc1nn(C)c2nc3c(C)cccc3cc12	1.1	1.8%	-2	-11	-2%	4%	-3.7%	-5%	i	0.8	5%
C#CCOc1ccc(/C=C2\SC(=S)N(Cc3cccnc3)C2=O)cc1	1.1	5.7%	-9	-12	20%	33%	-3.7%	4%	i	2.8	35%
C#CCOc1ccc(C2C3=C(COC3=O)Nc3cc4c(cc32)OCO4)cc1OC (stereo not given)	1	.	13	2	18%	-5%	-8.4%	8%	i	1.4	10%
CCN(CC)CCn1c(=S)[nH]c2cc3c(cc2c1=O)OCO3	0.9	-1.4%	-7	-17	0%	2%	-3.6%	-1%	i	1.5	7%
Cc1nn(-c2ccccc2)c(C)c1NC(=O)COC(=O)c1ccccc1OC(F)F	.	1.7%	.	.	.	-2%	.	1%	i	1.5	.
Cc1cc(C)cc(C(=O)NCC(=O)OCC(=O)NCc2ccco2)c1	0.9	0.2%	-2	-14	-8%	-1%	-4.5%	-2%	i	0.6	-10%
Cc1cc(NC(=O)c2ccc3c(c2)C(=O)N(c2cccc(C)c2C)C3=O)no1	.	0.9%	.	.	.	-6%	.	2%	i	1.0	.
CCOc1cc(/C=N/n2cnnc2)cc(Br)c1O	1	-0.6%	16	9	0%	18%	-4.4%	2%	i	0.4	5%
Cc1ccc(N(C(=O)Nc2ccccc2)C2=NCC(C)S2)cc1 (stereo not given)	1.1	15%	5	12	8%	18%	-3.1%	-2%	i	0.4	14%
Cc1ccccc1NC(=O)CSc1[nH]c(=O)cc(C)c1C#N	1.1	1.3%	1	-10	0%	6%	-0.5%	4%	i	2.0	-14%
Cc1cc(=O)[nH]c(SCC(=O)NCC2CCCCC2)c1C#N	1.1	1.8%	-10	12	-5%	-14%	-0.9%	4%	i	0.2	-2%
O=c1c2c(n3nnnc3n1-c1ccccc1)-c1ccccc1CC21CCCC1	1	4.7%	-1	17	9%	-4%	-3.1%	0%	i	0.5	9%
CC1CN(C(=O)c2ccc(Oc3ccccc3)cc2)CC(C)O1 (stereo not given)	1.1	2.4%	-42	-20	1%	-13%	-6.7%	22%	i	1.0	0%
COc1ccc(OC)c(-c2csc(NC(=O)Cc3ccccc3OC)n2)c1	.	57%	.	.	.	9%	.	9%	i	0.0	.
N#C/C(=C\c1ccc(N2CCOCC2)o1)C(=O)NC1CCCCC1	.	2.0%	.	.	.	-25%	.	20%	i	0.6	.
COc1cc(C(=O)Nn2cnnc2)ccc1OC(F)F	.	0.3%	.	.	.	2%	.	0%	i	0.5	.
O=C(N1CCOCC1)N1c2ccccc2CC(N2CCOCC2)c2ccccc21 (stereo not given)	1.1	1.3%	6	12	-5%	4%	-4.9%	-4%	i	0.5	-12%
CCN(CC)C(=O)CSc1nnc(SCc2ccc(Cl)cc2)s1	1.1	18%	2	-20	1%	15%	-1.8%	3%	i	0.7	2%

(next part)
compound	TNAP activation fold	RSV antiviral HEp-2	WT yeast gro inh	WT yeast gro inh mutant strain	PMI inhibitors	PhoP inhibition	XIAP antagonists	SIAH1 antagonists	Myeloid diff 2	Myeloid diff 2 GFP+ MAC1+ %	human PMI inhibitors
CC/C(=N\NC(=O)c1cccnc1)c1ccc2c(c1)OCCO2	1.1	-2.0%	-13	-4	-16%	2%	-3.8%	-5%	i	0.5	-15%
O=C(CCc1nnc2n(Cc3ccc(Cl)cc3)c(=O)c3ccccc3n12)NCCN1CCCC1	.	0.8%	.	.	.	-10%	.	1%	i	1.1	.
Cc1ccc(S(=O)(=O)Nc2ccc(S(=O)(=O)Nc3cc(C)nc(C)n3)cc2)cc1	1.1	1.2%	-12	5	-2%	4%	1.2%	-4%	i	0.4	-10%
O=C(Nc1cc(S(=O)(=O)N2CCOCC2)ccc1N1CCCC1)c1cnccn1	1.2	1.4%	-3	2	4%	16%	-4.9%	-2%	i	0.4	3%
O=C1c2ccccc2C(=O)N1CCCCN(C(=O)c1ccc([N+](=O)[O-])cc1)c1ccc(Cl)cc1	1	?	23	1	12%	6%	-20%	7%	i	0.7	8%
COc1ccc(NC(=S)Nc2ccc(OCc3ccccc3)cc2)c(OC)c1	1.2	11%	67*	-6.0*	18%	12%	-0.5%	-4%	i	0.9	30%
CCN(CC)CCN1C(=O)C(=O)/C(=C(/O)c2ccc(S(=O)(=O)N3CCOCC3)cc2)C1c1ccccc1 (stereo not given)	.	-0.1%	.	.	.	9%	.	12%	i	1.2	.
CCCCNC(=O)c1onc(CSc2ccncc2)c1C(=O)NCCCC	.	-0.4%	.	.	.	-5%	.	14%	i	1.4	.
COc1ccc(C(C(=O)NC(C)(C)C)N(Cc2ccco2)C(=O)CCC(=O)Nc2cc(C)on2)cc1 (stereo not given)	1	1.8%	5	4	5%	-3%	-4.0%	-1%	i	0.7	0%
COC(=O)Cn1c(CN2CCN(c3ccc(F)cc3)CC2)nc2c1c(=O)n(C)c(=O)n2C	1.1	1.9%	18	3	7%	8%	-1.1%	4%	i	6.4	13%
CN(C)CCN(C(=O)c1ccc(S(=O)(=O)N(C)c2ccccc2)cc1)c1nc2cc3c(cc2s1)OCCO3	.	3.0%	.	.	.	-3%	.	-3%	i	0.6	.
COc1ccc(C2SCC(C(=O)NCc3ccc(F)cc3)N2C(C)=O)cc1 (stereo not given)	1.1	1.4%	8	2	-3%	2%	-2.7%	-3%	i	2.8	-8%
CC(=O)NCCCc1c[nH]c2ccc(Cl)cc12	1	3.2%	12	21	0%	-1%	0.2%	0%	i	0.5	7%
O=C(Nc1ccccc1[N+](=O)[O-])c1nc[nH]c1C(=O)NCCO	1.2	1.2%	-8	-7	4%	-3%	-2.5%	-3%	+	7.1*	-2%
COc1ccc(-c2nc(Cn3c(SCc4ccc(F)cc4)nc4ccncc43)c(C)o2)cc1OC	1.1	1.3%	-10	-3	16%	0%	-13%	7%	i	6.5	15%

As entered above:
CCN(CC)CCN1C(=O)C(=O)/C(=C(/O)c2ccc(S(=O)(=O)N3CCOCC3)cc2)C1c1ccccc1 (stereo not given) | PhoP inhibition = 9%
COc1ccc(NC(=S)Nc2ccc(OCc3ccccc3)cc2)c(OC)c1 | RSV antiviral HEp-2 = 11%

Assay outcomes: PubChem BioAssay, several laboratories
